High-throughput results from PubChem BioAssay.
12-LOX inh = Primary qHTS assay for inhibitors of human arachidonate 12S-lipoxygenase (ALOX12): Round 2; Polyunsaturated fatty acid lipoxygenase ALOX12 (Homo sapiens), P18054; purified 12hLO, xylenol orange hydroperoxide absorbance; Potency, µM (titrated, usually from 108 µM), for the others: at the highest dose activity change, negative = inhibition, most hits filed as inhibitors; 1.1% of 580,000 active; AID 1671190, 2021; active means well fitted inhibition curve with a large enough effect; inconclusive means small, poorly fitted or top-dose-only effect, or another doubt; inactive means no such curve, though single readings can be large or run the other way
Target sequence (P18054 whole entry, looked up): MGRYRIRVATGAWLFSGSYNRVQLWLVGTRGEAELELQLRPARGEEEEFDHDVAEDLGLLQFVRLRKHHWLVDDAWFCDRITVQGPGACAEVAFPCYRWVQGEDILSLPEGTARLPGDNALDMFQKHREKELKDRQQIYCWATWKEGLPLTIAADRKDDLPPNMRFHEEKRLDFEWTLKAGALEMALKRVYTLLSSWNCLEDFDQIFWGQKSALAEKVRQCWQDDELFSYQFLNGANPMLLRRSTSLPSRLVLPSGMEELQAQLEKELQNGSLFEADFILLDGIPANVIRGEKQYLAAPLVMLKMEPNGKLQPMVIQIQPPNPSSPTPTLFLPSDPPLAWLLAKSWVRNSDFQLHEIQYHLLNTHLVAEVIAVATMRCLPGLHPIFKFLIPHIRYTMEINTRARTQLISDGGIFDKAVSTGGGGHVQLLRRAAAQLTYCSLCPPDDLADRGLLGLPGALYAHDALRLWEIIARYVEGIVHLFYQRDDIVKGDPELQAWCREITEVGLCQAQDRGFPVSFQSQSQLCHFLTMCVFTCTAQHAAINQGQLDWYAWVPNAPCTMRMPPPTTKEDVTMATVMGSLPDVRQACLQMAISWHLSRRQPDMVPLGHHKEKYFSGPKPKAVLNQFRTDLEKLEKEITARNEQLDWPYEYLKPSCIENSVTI
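Purified human 12hLO at 150 nM in 25 mM Hepes, 0.01% Triton X-100, pH 7.0, preincubated 15 min at room temperature with compound. Reaction started with 40 uM arachidonic acid, 30 min at room temperature. Hydroperoxide measured by Fe-xylenol orange, 573/405 nm absorbance ratio.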
* hit, by the source's call; ? = inconclusive; [ ] = dose if it differs, or a comment. On the % scale 0 is the no-effect control and ±100 the full control effect; potency means the concentration at half of the fitted maximal effect. Not all compounds are listed; rates above refer to the full screens.

| SMILES | 12-LOX inh |
| --- | --- |
| CC(C)C[C@@H]1COc2cccc(N3CCCCC3)c2S(=O)(=O)N1 | ? |
| Cc1nc2ccc(S(=O)(=O)NCc3ccccc3)cc2s1 | 13% |
| O=C(Nc1ccc(Cl)cc1)C1C2C3CCC(C3)C12 (stereo not given) | 11% |
| O=C(NCCN1CCCCC1)C1CN(S(=O)(=O)c2cccnc2)CC12CCCCC2 (stereo not given) | 50%[activator] |
| COC1CN(c2cccc(F)c2)C12CCN(C(=O)CC1CCCCC1)CC2 (stereo not given) | -4% |
| CN(C)CCCN(Cc1cccs1)C(=S)NCc1ccccc1 | 37%[activator] |
| Cc1cn([C@H]2C[C@H](O)[C@@H](CNCc3ccc(F)c(N4CCOCC4)c3)O2)c(=O)[nH]c1=O | 0% |
| Cc1noc(-c2ccc(OC3CN(C(=O)NC4CCCC4)C3)cc2)n1 | 3% |
| O=C(Cn1nc(-c2cccc([N+](=O)[O-])c2)c2ccccc2c1=O)NC1CCCCC1 | ? |
| CCOC(=O)/C=C/[C@H](CCc1ccccc1)NC(=O)C(F)(F)F | -9% |
| O=[N+]([O-])c1cn2c(n1)OC[C@@H](OCc1ccc(OC(F)(F)F)cc1)C2 | -12%[57.4 µM] |
| CCNC(=O)N[C@H]1C[C@@H](Cc2cc(CC(C)C)on2)C1(C)C | ? |
| O=C(CCc1cccnc1)N1CC(COc2ccccc2)C2(C1)CN(c1ccccc1)C2 (stereo not given) | 13%[176 µM] |
| CN(C)C(=O)C1CCCN1S(=O)(=O)c1c(Cl)cccc1Cl (stereo not given) | -25% |
| CC(C)Cn1c(CN2CCSCC2)cnc1S(=O)(=O)Cc1ccccc1 | 39%[activator] |
| CCOC(=O)COc1ccc2c(=O)c(-c3ccc(OC)c(OC)c3)c(C)oc2c1 | 7% |
| CS(=O)(=O)N1CCC2(CC1)CN(Cc1ccc(O)cc1)Cc1ccccc1O2 | 8%[6.33 µM] |
| COc1ccc(-c2cc(C(=O)NCC3CC3)c3c(C)nn(-c4ccccc4)c3n2)cc1 | 2%[6.33 µM] |
| COCc1nc(CCNC(=O)CCc2ccccc2)no1 | -3% |
| CN1CC(=O)N(c2ccccc2F)Cc2c(NCc3ccccn3)ncnc21 | 52%[activator] |

(list continues)
| SMILES | 12-LOX inh |
| --- | --- |
| COc1ccccc1CC(=O)N1CCC2(CC1)N=C(c1cccc(Br)c1)NO2 | 1% |
| CCCC(C)NC(=O)CSc1nc2cc(Cl)ccc2s1 (stereo not given) | 6% |
| Cc1onc(-c2ccccc2)c1NC(=O)OC(C)c1cccnc1 (stereo not given) | -27% |
| O=C(CSc1ccccc1)Nc1cc(Cl)ccc1C(=O)O | ? |
| CC(C)CN(CC(C)C)C(=O)COC(=O)c1c[nH]c2ccccc12 | 1% |
| O=C(CN1CC2CC(C1)[C@H]1CCCC(=O)N1C2)N1CCN(c2ncccn2)CC1 (stereo not given in full) | 50%[activator] |
| Cc1cc(NC(=O)COC(=O)c2ccc(Cl)cc2)no1 | 9% |
| CCc1noc(-c2nc(-c3ccc(OC)cc3OC)no2)n1 | 0% |
| N#CC(c1ccccc1)C(CC(=O)c1ccccc1)c1ccccc1 (stereo not given) | -4% |
| CC[C@H]1CN(C(=O)Nc2cccc(C(F)(F)F)c2)CC[C@H]1CC(=O)NCc1cccc2ccccc12 | 18% |
| CCOC(=O)C(=O)Nc1ccc(OC)cc1 | ? |
| O=C1CCN(Cc2cccc(OC(F)(F)F)c2)CCCCCCN1 | 3% |
| O=[N+]([O-])c1cccc(-c2noc([C@@H]3C[C@@H](O)CN3Cc3ccccc3)n2)c1 | 2%[176 µM] |
| CCOc1cc(CN2CCCCCC2c2cccc(F)c2)ccc1OCC(N)=O (stereo not given) | -2% |
| COCc1nc2nccc(-c3ccc(OC)cc3F)n2n1 | -9% |
| CC1=C[C@@H](CNC(=O)[C@@H]2CCCC[C@@H]2C(=O)O)[C@H](C(C)C)C[C@H]1Cc1nc2ccccc2[nH]1 | 48%[activator] |
| CS(=O)(=O)N(C1CCOCC1)C1CCN(C(=O)CC2CCCC2)CC1 | 2% |
| C[C@@H]1CN([C@@H](C)CO)C(=O)CCCn2cc(nn2)CO[C@H]1CN(C)S(=O)(=O)c1cn(C)cn1 | 0% |
| CN(Cc1cccnc1)Cc1cccn1C | 32%[176 µM] |
| CC1(C(=O)Nc2ccc(Cl)cc2)Cc2c(-c3cccc(C(F)(F)F)c3)ccnc2O1 (stereo not given) | ? |

Continued:
| SMILES | 12-LOX inh |
| --- | --- |
| CCCCC(=O)Nc1cccc(-c2nc3cc(C)ccc3o2)c1 | -23% |
| C[S+](=O)([O-])N1CCC2(C1)OC(=O)Nc1cnccc12 (stereo not given) | 43%[activator][176 µM] |
| CN(C)c1ccc(Nc2nc(-c3ccc([N+](=O)[O-])cc3)nc3ccccc23)cc1 | ? |
| CN1C[C@@H](NC(=O)c2ccc(F)cc2)C[C@H]1c1nc(-c2ccc(Cl)cc2)no1 | ? |
| COc1cccc(CN2CCC(N3CCCNC3=O)CC2)c1 | 21%[176 µM] |
| CC(Cc1ccc2c(c1)OCO2)CN1CCC(CO)(CN2CCCC2)CC1 (stereo not given) | 6% |
| Cc1sc2ccn(CC(C)C)c(=O)c2c1C(=O)N1CCC(C)CC1 | 43%[activator] |
| Cc1ccc(C(=O)NC2CCC(C)CC2)cc1C (stereo not given) | -5% |
| O=C(Nc1ccc2ccccc2c1)C(C1CC1)n1c(=O)c(-c2cc3ccccc3[nH]2)nc2ccccc21 (stereo not given) | ? |
| O=[S+]([O-])(Nc1ccccc1)c1ccc2c(c1)OCCN(Cc1cncnc1)C2 | -19%[176 µM] |
| O=C(c1ccc(C(F)(F)F)cc1)N1CCC2(C1)C(=NC1CCCC1)NC(=O)N2c1cc(F)cc(F)c1 (stereo not given) | 9%[6.33 µM] |
| Cc1ccc(C)c(-c2[nH]c3ccccc3c2C=O)c1 | -10% |
| Cc1ccc2[nH]c(C)c(CC(=O)NCc3ccco3)c2c1 | 1% |
| CC1(C)C[C@@H]2C[C@@](C)(CN2C(=O)c2coc(COc3ccc4c(c3)OCO4)n2)C1 | 11% |
| CCCCCN(CCC(=O)NCc1ccc2c(c1)OCO2)C(=O)c1cc(C)oc1C | ? |
| Clc1ccccc1-n1nnnc1-c1ccncc1 | 8% |
| CC(C)C[C@H]1NC(=O)[C@@H]2C[C@@H](NC(=O)COCC(=O)O)CCN2C1=O | 2%[176 µM] |
| COc1ccc(-c2cc3ccc(OS(=O)(=O)c4ccc(C)cc4)cc3oc2=O)cc1OC | -29% |
| N#Cc1ccc(S(=O)(=O)N2C[C@@H](Oc3cccnc3)C[C@H]2C(=O)N2CCOCC2)cc1 | 40%[activator] |
| Cc1csc(-c2cc(C(=O)NCc3ccc(F)cc3)n[nH]2)c1 | ? |

Ordered by value in 12-LOX inh (lowest first): some entries from above
| SMILES | 12-LOX inh |
| --- | --- |
| COc1ccc(-c2cc3ccc(OS(=O)(=O)c4ccc(C)cc4)cc3oc2=O)cc1OC | -29% |
| Cc1ccc(C)c(-c2[nH]c3ccccc3c2C=O)c1 | -10% |
| Cc1ccc2[nH]c(C)c(CC(=O)NCc3ccco3)c2c1 | 1% |
| CC(Cc1ccc2c(c1)OCO2)CN1CCC(CO)(CN2CCCC2)CC1 (stereo not given) | 6% |
| Clc1ccccc1-n1nnnc1-c1ccncc1 | 8% |
| CC1(C)C[C@@H]2C[C@@](C)(CN2C(=O)c2coc(COc3ccc4c(c3)OCO4)n2)C1 | 11% |

The listing continues.
SMILES,12-LOX inh
Cc1cccc(C)c1-n1nnnc1C(=O)c1cccnc1,?
COc1ccc(-c2nc3n(c2C(=O)Nc2cccc(C(F)(F)F)c2)CCS3(=O)=O)cc1,18%
CCn1nc(C)c(CN2CCC(C3CCNC3)CC2)c1C (stereo not given),1%
OC(c1ccc(Cl)c(Cl)c1)c1ncc(-c2ccc(Cl)cc2)[nH]1 (stereo not given),-15%
COc1ccc(C(C#N)=Cc2ccc(OC)c(OC)c2)cc1,-21%
O=C(C(=O)N1CCN(S(=O)(=O)c2ccccc2)CC1)c1cccc(C(F)(F)F)c1,4%
Fc1cccc(NC(=S)NCCCCc2ccccc2)c1,?
COCC(=O)N1CCCC(c2nc(-c3ccc(C)nn3)no2)C1 (stereo not given),51%[activator]

Additional records:
SMILES,12-LOX inh
N#Cc1ccc(OCC(=O)NNC(=O)C2CC(=O)Nc3cc(F)ccc32)cc1 (stereo not given),64%[activator]
C=CCSc1nc2c(c(=O)n(C)c(=O)n2C)n1Cc1cccc(C)c1,?
Cc1ccc(C(CNC(=O)c2cc(-c3ccccc3)on2)N2CCC(C)CC2)o1 (stereo not given),0%
c1coc(-c2ccnc3nc(C4CCC4)nn23)c1,?
CCn1ccnc1CN1CCCC1C(=O)Nc1ccc(-c2cccc(F)c2)cc1 (stereo not given),117%[activator]
COc1ccc(CN2Cc3[nH]cnc3C[C@H]2c2nc(-c3cnccn3)no2)cc1,114%[activator][176 µM]
O=C(N/N=C/c1ccc(Oc2ccccc2)cc1)c1ccc(CSCc2ccccc2)cc1,9%
Cn1c(=O)c2c(nc(SCC(=O)NCc3ccc(F)cc3)n2Cc2ccccc2F)n(C)c1=O,-1%

Copied from the entries so far (2 entries):
SMILES,12-LOX inh
CCn1ccnc1CN1CCCC1C(=O)Nc1ccc(-c2cccc(F)c2)cc1 (stereo not given),117%[activator]
COc1ccc(CN2Cc3[nH]cnc3C[C@H]2c2nc(-c3cnccn3)no2)cc1,114%[activator][176 µM]

Further structures:
SMILES,12-LOX inh
CCCn1ccc2sc(C)c(C(=O)NCc3ccc(F)cc3)c2c1=O,39%[activator]
C[C@@H]1CN([C@H](C)CO)C(=O)CCCn2nncc2CO[C@H]1CN(C)S(=O)(=O)c1ccccc1F,?
O=C(NCCCNC(=O)c1ccccc1Cl)c1nc2ccccc2c(=O)[nH]1,55%[activator]
COCCNS(=O)(=O)c1cc(C(=O)O)cc(-c2ccc(OC)c(F)c2)c1,5%
CCOc1cc(C(=O)N2CCN(c3cc(-c4ccc(F)cc4)[nH]n3)CC2)cc(OCC)c1OCC,16%
O=C(N[C@H](Cc1ccccc1)C(O)c1nc2ccccc2[nH]1)c1cccc2ccccc12 (stereo not given in full),4%
Brc1ccc(-c2nnc(CN3CCN(c4ccccc4)CC3)o2)s1,-1%
C=CCNC(=O)c1nc(-c2ccc3cc[nH]c3c2)no1,-5%

More entries.
SMILES,12-LOX inh
Cc1noc(C)c1CC(=O)NCC1CCN(c2cc(-c3ccc(F)cc3)[nH]n2)CC1,35%
COc1cccc(NC(=O)C2(C)CCCN2C(=O)C(C)C)c1 (stereo not given),0%
COCCNc1nc2c(S(=O)(=O)c3ccc(C)cc3)nnn2c2ccccc12,3%[6.33 µM]
O=C(NC1CCCN(c2cc(N3CCCC3)ncn2)C1)c1ccccc1 (stereo not given),-2%
CCCCn1nc(C(=O)Nc2ccccc2CC)c2ccccc2c1=O,7%
Cc1c(C)n2c3c(=O)[nH]c(=O)n(C)c3nc2n1CCNc1ccc(Oc2ccccc2)cc1,-60%
OCC[C@@H]1C[C@H](O)[C@@H](O)[C@]2(OCCc3cc(C(F)(F)F)ccc32)O1,2%
CC(=O)N(Cc1ccccc1)Cc1cc2cc(C)ccc2[nH]c1=O,-8%

(further entries)
SMILES,12-LOX inh
CC(=O)Nc1ccc(S(=O)(=O)NC[C@@H]2C=C(C)[C@H](CC(=O)NCCN(C)C)C[C@H]2C(C)C)cc1,-28%
CCC(Sc1nnc(CSc2ncccn2)n1-c1ccc(F)cc1)C(=O)OC (stereo not given),0%
CC(C)c1cccc(NC(=O)CCn2cnc3c2c(=O)n(C)c(=O)n3C)c1,19%
O=C(O)CCCC(=O)N1Cc2ccccc2CC2(CCCN(CCc3ccccc3)C2)C1 (stereo not given),2%[6.33 µM]
COCCN(C)C(=O)C(C)(C)Oc1nn(Cc2cccc(Cl)c2)c2ccccc12,1%[176 µM]
CCN(CC)S(=O)(=O)N1CCN(CC(=O)Nc2c(C#N)c(C)c(C)n2Cc2ccco2)CC1,-34%
O=C(NCCc1ccc(C(F)(F)F)cc1)c1cccnc1,?
Cc1ccc2c(=O)cc(C(=O)Nc3ccc(S(=O)(=O)N(C)c4ccccc4)cc3)oc2c1,3%

New compounds follow.
SMILES,12-LOX inh
O=C(c1ccc(Cl)s1)N1CCCC2(CN[S+](=O)([O-])c3cccnc3O2)C1 (stereo not given),7%[6.33 µM]
Nc1nc2c(ncn2[C@@H]2O[C@H](CNS(=O)(=O)C3CC3)[C@@H](O)[C@H]2O)c(=O)[nH]1,-16%
COCCC(=O)NC(C)C(=O)N1CCN(c2ccccn2)CC1 (stereo not given),45%[activator]
O=C(/C=C/c1ccccc1Cl)OCC(=O)N1CCc2ccccc21,4%
OC1CC(c2cc(NCCOc3ccccc3)ncn2)C1 (stereo not given),27%
c1cncc(-c2cnc([C@@H]3COCCN3Cc3ncc[nH]3)[nH]2)c1,60%[activator][176 µM]
c1ccc(CCNc2nc(-c3c[nH]c4ccccc34)cs2)cc1,45µM*
COC(=O)CC#C[C@H](C)[C@@H](NS(=O)(=O)c1ccc([N+](=O)[O-])cc1)C(C)(C)C,-5%

More entries follow:
SMILES,12-LOX inh
Cc1cc(NC(=O)c2ccc3c(c2)N(C)C2CCCCCN2C3=O)ccc1Cl (stereo not given),-6%
CCCOc1ccccc1C(=O)N1CCC(c2nc3ccccc3o2)CC1,?
Cc1cc(N2CCN(S(=O)(=O)c3ccccc3F)CC2)nc(C(C)C)n1,?
Cc1cnc(CCNC(=O)NC(C)C)n1C1CC1,18%
CN(CC1COCCO1)C(=O)c1coc(COc2ccc3c(c2)OCO3)n1 (stereo not given),6%
Nc1nc(CN2CCN(C(=O)c3cccc(F)c3)CC2)nc2ccccc12,68%[activator]
CC(C)NC[C@H]1O[C@@H]2C[C@@H](CC(=O)NCc3cnn(C)c3)O[C@@H]2[C@@H]1O,-5%[176 µM]
